Screens: PubChem BioAssay, several laboratories
LEDGF integ inh: blocks HIV-1 LEDGF/p75-dependent DNA integration | TR-FRET IN-LEDGF/p75 DNA integration, Eu/Cy5 | inhibition, % at 3.7 µM | 0.64% of 370,000 active | AID 743269;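 active means inhibition above the screen-wide mean plus 3 SD, cut at about 13% in these data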;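 further: signal is the Cy5 over europium emission ratio at 671 and 618 nm; 0% = plate median of compound wells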
rCAG binder: r(CAG) repeat RNA binding; TO-PRO-1 dye displacement fluorescence; inhibition, % at 3 µM; 1.3% of 370,000 active;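 active means inhibition above the plate cutoff, the mean of all test compounds on that plate plus 3 SD, cut at about 35% in these data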;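 further: 0% = DMSO alone and 100% = 100 µM mitoxantrone as full dye displacement; higher means more dye released from RNA so lower well fluorescence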
HTRA1 inhibitor: HTRA1 (human) protease inhibition. inhibition, % at 5.96 µM. Q92743. 0.5% of 340,000 active. recombinant HTRA1, FP-rhodamine activity-based probe, fluorescence polarization; in the data active means inhibition above about 36%;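 further: 0% = enzyme with DMSO and 100% = wells lacking enzyme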
Target sequence (Q92743 whole entry, looked up): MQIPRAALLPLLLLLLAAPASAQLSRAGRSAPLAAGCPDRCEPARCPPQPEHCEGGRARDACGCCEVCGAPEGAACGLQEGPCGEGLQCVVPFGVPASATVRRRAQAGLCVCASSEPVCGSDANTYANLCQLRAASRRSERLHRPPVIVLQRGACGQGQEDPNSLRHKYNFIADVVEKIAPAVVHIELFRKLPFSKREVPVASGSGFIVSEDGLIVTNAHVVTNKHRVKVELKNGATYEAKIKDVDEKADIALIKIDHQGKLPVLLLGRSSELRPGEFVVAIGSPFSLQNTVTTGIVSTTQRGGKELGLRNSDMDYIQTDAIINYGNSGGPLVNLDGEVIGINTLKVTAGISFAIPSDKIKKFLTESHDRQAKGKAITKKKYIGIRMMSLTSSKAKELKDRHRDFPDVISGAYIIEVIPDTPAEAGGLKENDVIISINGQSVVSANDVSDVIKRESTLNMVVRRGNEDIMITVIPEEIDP
TDP2 absorb: blocks human TDP2 phosphodiesterase activity. recombinant TDP2, T5PNP hydrolysis, p-nitrophenol absorbance 415 nm. 0.34% of 370,000 active. AID 720702. inhibition, % at 12.8 µM. O95551;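 active means inhibition above the mean of all tested compounds plus 3 SD, set per campaign, cut at about 25% in these data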;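 further: 0% = DMSO with enzyme and 100% = buffer with substrate but no TDP2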
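System: recombinant human TDP2 / Amount: 120 nM TDP2 per well / Also added: 5 mM T5PNP chromogenic substrate / Doses: 12.8 µM single point, 1% DMSO / Incubation: 2 h at 37 °C / Detection: p-Nitrophenol epi absorbance / Evaluation: % inhibition relative to enzyme-containing and enzyme-free wells / Repeats: singlicate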
GC-B act: GC-B (human) receptor activation | P20594 | activation, % at 10 µM | 0.11% of 370,000 active | HEK293-GC-B cells, CNP EC30, cGMP TR-FRET; 0% at EC30 CNP, 100% saturating CNP | AID 1920062;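 active means activation at 10 µM reaching about 35% in either raw or pattern-adjusted values, limit read from the data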
TCR CD3 inh: human TCR-CD3 binding inhibition | TAMRA-labeled TCR probe fluorescence, biochemical | inhibition, % at 9.4 µM | 0.37% of 360,000 active; in the data active means inhibition above about 19%;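 further: recombinant mutant TCR 2C K166C tagged with TAMRA read by polarization; 0% = receptor in buffer alone and 100% = receptor with positive control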
MBD2 inh: MBD2-methylated oligo binding inhibition | Q9UBB5 | TR-FRET, MBD2 binding to methylated oligonucleotide | inhibition, % at 4.4 µM | 0.31% of 370,000 active; in the data active means inhibition above about 13%
mABHD4 FP: inhibitors of mouse ABHD4 | AID 720543 | 0.54% of 370,000 active | purified mABHD4, FP-Rh probe fluorescence polarization | inhibition, % at 8.92 µM | Q8VD66;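 active means inhibition exceeding the mean over every tested compound plus 3 SD, cut at about 30% in these data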;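 further: 0% = plate median of compound wells and 100% = S159A mutant with DMSO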
Target sequence (Q8VD66 whole entry, looked up): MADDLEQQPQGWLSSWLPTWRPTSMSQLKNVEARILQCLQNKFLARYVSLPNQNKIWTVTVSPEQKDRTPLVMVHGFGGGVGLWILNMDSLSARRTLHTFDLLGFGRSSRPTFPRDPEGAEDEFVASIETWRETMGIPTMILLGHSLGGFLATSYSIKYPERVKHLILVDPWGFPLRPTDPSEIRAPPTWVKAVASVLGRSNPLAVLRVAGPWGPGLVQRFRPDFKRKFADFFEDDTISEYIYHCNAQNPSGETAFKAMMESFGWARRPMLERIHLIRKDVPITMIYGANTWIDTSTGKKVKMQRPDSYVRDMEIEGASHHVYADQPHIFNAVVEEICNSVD
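Assay system: mouse ABHD4 enzyme, wild type / Also added: fluorescent activity-based probe FP-Rh / Doses: single nominal dose of 8.92 µM, 0.89% DMSO final / Timing: 45 min compound pre-incubation plus 60 min probe step, 25 °C / Signal: FP readout, ex 525 nm / em 598 nm / Control set: S159A mutant/DMSO as 100%, compound-well median as 0%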
SIAE primary: blocks human sialic acid acetylesterase; Q9HAT2; AID 1053197; inhibition, % at 9.66 µM; 0.69% of 370,000 active; SIAE FP-Rh probe binding, fluorescence polarization;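 active means inhibition above a cutoff: mean of compounds within the control limits plus 3 SD of those, cut at about 17% in these data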;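 further: 0% = plate median of compound wells and 100% = probe without SIAE protein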
PRMT1 inh: blocks human protein arginine methyltransferase 1; 1.3% of 370,000 active; inhibition, % at 2.79 µM; recombinant PRMT1, activity-based probe fluorescence polarization; Q99873;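 active means inhibition above about 21% made by adding two undisclosed values, limit read from the data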
* marks the source's active call; other numbers are inactive results; . = not tested or not shown. Only part of the results is shown; the hit share may differ from the screen's.

(1) CC(C)(C)C(=O)/C(C#N)=C/c1cccs1
(2) C#CCOCCOCCOCCNc1nc(N2CCN(C(=O)[C@H](CCCCN)n3cc(CN)nn3)CC2)nc(N2CCN(C(=O)[C@H](CCC(=O)O)n3cc(CN)nn3)CC2)n1
(3) Cc1ccc(C(C)C)c(OCC(=O)NC(=S)Nc2ccccc2N2CCOCC2)c1
(4) CC1CCN(C(=O)CSc2nc3c(c(=O)n2C)SC(C)C3)CC1 (centres undefined)
(5) Cc1ccc(C2C(C(=O)c3cccs3)=C(O)C(=O)N2CCN2CCOCC2)o1 (centres undefined)
(6) CS(=O)(=O)N(CC(=O)Nc1ccccc1-c1ccccc1)c1ccccc1
(7) Cc1ccc(S(=O)(=O)N(C)CCCC(=O)N2CCN(C=O)CC2)cc1
(8) COc1cc(OC)nc(Oc2ccccc2C(=O)Oc2ccccc2Cl)n1
entry no.,1,2,3,4,5,6,7,8
LEDGF integ inh,2,4,-2,1,0,2,7,1
rCAG binder,1,7,-2,-6,3,-5,0,-6
HTRA1 inhibitor,4,3,-5,-3,-1,-4,-2,-14
TDP2 absorb,-2,-10,-7,-14,18,1,-7,17
GC-B act,2,6,-3,1,3,-8,0,-1
TCR CD3 inh,10,-1,6,-5,-4,3,-3,6
MBD2 inh,-3,3,7,-1,2,-6,-5,-6
mABHD4 FP,0,3,-9,-3,12,-3,-12,-7
SIAE primary,0,-3,-13,0,-8,1,14,8
PRMT1 inh,-4,-4,4,1,4,1,0,-8

(9) O/N=C1\CC/C(=N\O)c2nn(-c3ccc(Cl)cc3Cl)nc21
(10) O=C(CN1C(=O)CC(c2ccco2)Sc2ccccc21)NC1CCCCC1 (centres undefined)
(11) CCCN(CCC)c1ncnc2nc[nH]c12
(12) Cc1ccc(S(=O)(=O)CNC(=S)c2cccc(C)c2)cc1
(13) CC1COCC(C)N1C1=C(Cl)C(=O)c2ccccc2C1=O (centres undefined)
(14) CC(=O)Nc1ccc(NC(=O)c2cc([N+](=O)[O-])cc([N+](=O)[O-])c2)cc1
(15) Cc1noc(NS(=O)(=O)c2ccc(NC(=O)CCC3CCCCC3)cc2)c1C
(16) NC(=O)C1C(=O)c2ccccc2C1(C[N+](=O)[O-])c1ccccc1 (centres undefined)
entry no.,9,10,11,12,13,14,15,16
LEDGF integ inh,5,2,-3,-3,2,-1,2,12
rCAG binder,1,7,1,3,3,1,45*,5
HTRA1 inhibitor,-8,-4,2,-9,6,1,-8,4
TDP2 absorb,-7,-12,6,3,22,21,-4,4
GC-B act,-5,-3,6,2,-2,-5,-3,-5
TCR CD3 inh,4,-10,-10,3,-3,-1,3,-3
MBD2 inh,-3,1,2,1,-14,-2,-7,-7
mABHD4 FP,4,0,2,-13,3,8,-7,1
SIAE primary,-8,6,-6,0,-7,0,2,3
PRMT1 inh,1,20,4,2,8,-1,-1,19

(17) COc1ccccc1C(=O)NC1CCCCN(Cc2cccc(C(F)(F)F)c2)C1=O (centres undefined)
(18) COC(=O)c1c[nH]n2c(=O)c(Cc3ccc(F)cc3Cl)c(C)nc12
(19) CSCCC(NC(N)=O)C(=O)Nc1ccc(C)cc1 (centres undefined)
(20) CNC(=O)/C(C#N)=C/c1ccc(-c2ccc(Cl)cc2)o1
(21) CC(C)(C)OC(=O)N1CCC(NC(=O)c2[nH]cnc2C(=O)Nc2ccccc2)CC1
(22) COc1ccc(CCNC2CC(=O)N(CCc3ccccc3)C2=O)cc1 (centres undefined)
(23) COc1ccc2nc(NCCCNC(=O)c3cc(OC)c(OC)c(OC)c3)c(C#N)cc2c1
(24) Nc1ccn([C@@H]2O[C@H](C(=O)NCCCN3CCCC3=O)[C@@H](O)[C@H]2O)c(=O)n1
entry no.,17,18,19,20,21,22,23,24
LEDGF integ inh,5,-1,2,-2,-4,-3,2,3
rCAG binder,-2,5,-3,2,1,-7,0,1
HTRA1 inhibitor,.,1,1,-19,1,0,-6,.
TDP2 absorb,-4,-7,-5,-9,-3,-8,16,8
GC-B act,2,0,0,2,-4,0,-1,0
TCR CD3 inh,.,3,0,-8,1,0,5,7
MBD2 inh,-5,0,-7,-2,4,-2,-1,-5
mABHD4 FP,-1,-3,2,1,-2,-2,-5,6
SIAE primary,-2,6,4,-11,-4,1,3,3
PRMT1 inh,-8,-3,-3,2,2,45*,-1,-4

(25) CCC(C)NC(=O)CSc1n[nH]c(-c2cc(Cl)ccc2OC)n1 (centres undefined)
(26) COc1cc(NC(=O)CN2CCN(c3ccccn3)CC2)cc(OC)c1OC
(27) Cc1cccc(N2CCN(C(=O)c3ccccn3)CC2C)c1 (centres undefined)
(28) CN(C)C(=O)c1ccc(-n2cnc3ccccc3c2=O)cc1
(29) COc1ccc(-c2[nH]ncc2/C=C(\C#N)C(=O)NC2CC2)cc1
(30) CC(C)(C)c1cc(N)n2nc(C(C)(C)C)cc2n1
(31) O=C(Nc1ccccc1C(=O)O)c1cc(S(=O)(=O)Nc2ccccc2)ccc1Cl
(32) CC(C)COc1ccc(/C(=N/O)c2ccccc2)cc1
entry no.,25,26,27,28,29,30,31,32
LEDGF integ inh,0,1,1,4,-2,-3,-7,-3
rCAG binder,-4,-1,-3,-2,-1,-8,46*,-5
HTRA1 inhibitor,-6,-5,6,0,6,1,-14,-24
TDP2 absorb,2,8,9,-1,5,-5,-11,-3
GC-B act,-1,-1,1,-1,4,6,8,-1
TCR CD3 inh,3,-4,1,4,0,8,-8,-5
MBD2 inh,1,1,4,2,1,-3,-1,6
mABHD4 FP,3,-1,-2,-2,-4,2,-12,-9
SIAE primary,-5,1,7,4,1,11,-1,-7
PRMT1 inh,2,0,-2,-2,1,-6,1,1

(33) CCOc1ccc(N(CC(=O)N2CCCC2)S(=O)(=O)c2ccc(Cl)cc2)cc1
(34) Cc1cc(C(C)(C)C)n2nc(C)c(-c3ccccc3)c2n1
(35) C/C(=N\NC(=O)C(C)Sc1ccccc1)C(C)(C)C (centres undefined)
(36) CN(C)C(=O)CSc1nnc([C@H](Cc2ccccc2)NC(=O)OC(C)(C)C)o1
(37) CN(CCCC(=O)NCc1ccccc1)S(=O)(=O)c1ccc([N+](=O)[O-])cc1
(38) CC(C)Oc1ccc(C(=O)NC2CCSc3ccccc32)cc1 (centres undefined)
(39) Cc1cc2c(c(=O)o1)[C@@]1(C(=O)N(c3ccccc3)c3ccccc31)C1=C(CCCC1=O)O2
(40) O=C1N=c2ccccc2=C1c1sc(Nc2cccc(O)c2)nc1O
entry no.,33,34,35,36,37,38,39,40
LEDGF integ inh,-2,-1,2,-4,-5,-5,0,0
rCAG binder,6,-1,-3,-6,-5,-2,3,61*
HTRA1 inhibitor,-8,1,-3,2,0,-4,.,10
TDP2 absorb,3,10,3,3,6,-9,1,-13
GC-B act,-1,-2,5,-3,0,1,7,-8
TCR CD3 inh,6,4,3,3,5,-2,4,1
MBD2 inh,1,0,-3,0,-1,1,-5,-1
mABHD4 FP,-4,1,-1,2,-1,-2,5,20
SIAE primary,4,6,6,5,-4,-1,-3,7
PRMT1 inh,-3,-5,-1,6,-3,2,-2,3

(41) Cc1nc2ccc(Cl)cc2n1C
(42) CCn1c(=O)c(C(=O)CN(C)CC(=O)Nc2ccccc2Br)c(N)n(Cc2ccccc2)c1=O
(43) O=C(COC(=O)c1ccccc1)Nc1cccc(S(=O)(=O)N2CCOCC2)c1
(44) Cc1nc(-c2cccc(NS(C)(=O)=O)c2)cs1
(45) CN(C)CCCn1c2c(c(SCC(=O)Nc3ccc4c(c3)OCCO4)nc1=O)CCCC2
(46) Cc1ccc(S(=O)(=O)NCC2CCC(C(=O)NCc3cccnc3)CC2)cc1 (centres undefined)
(47) O=C(CSCc1cccc(F)c1)NCc1ccccc1
entry no.,41,42,43,44,45,46,47
LEDGF integ inh,2,-4,2,2,3,-3,-6
rCAG binder,2,-1,1,0,5,-8,-7
HTRA1 inhibitor,5,-33,-7,-1,0,7,-1
TDP2 absorb,-24,-2,7,8,-6,-1,2
GC-B act,2,16,1,8,-2,-1,-3
TCR CD3 inh,4,11,4,10,-1,3,-9
MBD2 inh,-2,-2,4,-6,2,4,0
mABHD4 FP,-8,4,3,3,-3,-2,-5
SIAE primary,-5,-4,-6,2,-5,-1,1
PRMT1 inh,-4,-2,-2,1,-2,3,5

Entries above that have an aryl thioether with sulfur outside any ring, in the order listed:
(4) CC1CCN(C(=O)CSc2nc3c(c(=O)n2C)SC(C)C3)CC1 (centres undefined)
(25) CCC(C)NC(=O)CSc1n[nH]c(-c2cc(Cl)ccc2OC)n1 (centres undefined)
(35) C/C(=N\NC(=O)C(C)Sc1ccccc1)C(C)(C)C (centres undefined)
(36) CN(C)C(=O)CSc1nnc([C@H](Cc2ccccc2)NC(=O)OC(C)(C)C)o1
(45) CN(C)CCCn1c2c(c(SCC(=O)Nc3ccc4c(c3)OCCO4)nc1=O)CCCC2
entry no.,4,25,35,36,45
LEDGF integ inh,1,0,2,-4,3
rCAG binder,-6,-4,-3,-6,5
HTRA1 inhibitor,-3,-6,-3,2,0
TDP2 absorb,-14,2,3,3,-6
GC-B act,1,-1,5,-3,-2
TCR CD3 inh,-5,3,3,3,-1
MBD2 inh,-1,1,-3,0,2
mABHD4 FP,-3,3,-1,2,-3
SIAE primary,0,-5,6,5,-5
PRMT1 inh,1,2,-1,6,-2
